# sPLA2-III inh: Inhibits HGIII-sPLA2 liposome hydrolysis, primary screen; inhibition, % at 12.2 µM; Q9NZ20; 0.56% of 370,000 active; QFRET BODIPY PC-A2 liposome hydrolysis, fluorescence; AID 743126;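 active means inhibition above mean plus 3 SD of compounds lying within the high and low control bounds, cut at about 19% in these data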;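 further: 0% = median of test compound wells and 100% = no enzyme DMSO wells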
# Target sequence (Q9NZ20 whole entry, looked up): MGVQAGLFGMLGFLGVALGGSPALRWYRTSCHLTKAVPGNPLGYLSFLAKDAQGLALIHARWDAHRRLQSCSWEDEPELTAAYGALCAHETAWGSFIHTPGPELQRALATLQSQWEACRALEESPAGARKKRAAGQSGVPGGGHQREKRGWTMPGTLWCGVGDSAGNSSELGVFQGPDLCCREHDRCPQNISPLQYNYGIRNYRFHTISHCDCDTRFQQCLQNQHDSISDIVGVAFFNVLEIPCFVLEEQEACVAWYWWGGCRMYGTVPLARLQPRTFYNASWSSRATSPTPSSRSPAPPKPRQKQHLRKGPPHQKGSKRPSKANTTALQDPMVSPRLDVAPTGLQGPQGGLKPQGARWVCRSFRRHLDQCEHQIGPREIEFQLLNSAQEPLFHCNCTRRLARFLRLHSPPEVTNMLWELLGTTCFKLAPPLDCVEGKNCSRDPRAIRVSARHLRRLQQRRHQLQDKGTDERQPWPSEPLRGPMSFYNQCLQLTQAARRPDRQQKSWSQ
# FXN GAA850 act: frataxin GAA850 promoter activation; HEK293 lucGAA850 FXN promoter luciferase reporter, 24 h; percent of 10 µM SAHA response; activation, % at 6 µM; 0.56% of 360,000 active;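 active means activation above the average of all compounds screened plus 3 SD, cutoff fixed separately per campaign, cut at about 7.5% in these data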;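 further: 0% = DMSO wells and 100% = 10 µM SAHA wells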
# hcDAF12 agonist: activators of H. contortus DAF-12 nuclear receptor. 1.4% of 370,000 active. HEK293 hcDAF-12 lit1-tk-luc reporter, luminescence; 0% DMSO, 100% Δ7-dafachronic acid. activation, % at 6.8 µM;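 active means activation above the mean of all tested compounds plus 3 SD, cut at about 5.5% in these data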;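 further: 100% = response to 3 µM Δ7-dafachronic acid high control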
# PG9 Ab binder: binds the HIV-1 gp120 antibody PG9 | TR-FRET gp120-PG9 antibody binding | inhibition, % at 6.7 µM | 0.43% of 360,000 active; in the data active means inhibition above about 8.5%
# DAX1 inh-1: inhibits human nuclear receptor DAX1. P51843. HEK293 Gal4-DAX1 luciferase reporter, luminescence. inhibition, % at 6.75 µM. 0.99% of 340,000 active. AID 504766;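 active means inhibition above the mean over all tested compounds plus 3 SD, cut at about 4.2% in these data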;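 further: 0% = DAX1-transfected cells with DMSO and 100% = empty-vector control cells with DMSO; inhibition shows as a rise in luminescence from relieved DAX1 repression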
# SMARCA2 activ: activators of SMARCA2 function | MG213 cells, MMTV-luciferase reporter, dexamethasone, overnight | activation, % at 9.1 µM | 1% of 370,000 active; in the data active means activation above about 7.8%;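 further: 0% = vehicle wells and 100% = reference activator wells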
# PLCb3 inh: PLC-beta3 (human) inhibition, primary screen. Q01970. Purified PLC-beta3, fluorogenic substrate, fluorescence. inhibition, % at 12.2 µM. 0.18% of 370,000 active. AID 720704; in the data active means inhibition above about 11%;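 further: 0% = median of compound wells on plate and 100% = full blocker control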
# DAX1 inh-2: inhibitors of DAX1 repression of SF-1 activated StAR promoter; HEK293T StAR-luciferase reporter, SF-1/DAX-1 repression relief; inhibition, % at 6.8 µM; 1.1% of 370,000 active; AID 652010;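 active means inhibition above the mean over all tested compounds plus 3 SD, cut at about 3.6% in these data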;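 further: 0% = DAX-1 cells with DMSO and 100% = cells lacking DAX-1 with DMSO; higher inhibition means more luminescence from relief of DAX-1 repression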
# NR1D1 modulator: modulators of human Rev-erb alpha DNA binding | Rev-erbα–FITC-DNA binding, fluorescence polarization, 90 min | activity, % at 10 µM | 0.79% of 370,000 active | AID 1259318;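 active means activity above about 14%, limit read from the data; passing the limit was not always enough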;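 further: 0% = DMSO wells with 35 nM protein and 100% = DMSO wells with 750 nM protein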
# Target sequence (P20393 whole entry, looked up): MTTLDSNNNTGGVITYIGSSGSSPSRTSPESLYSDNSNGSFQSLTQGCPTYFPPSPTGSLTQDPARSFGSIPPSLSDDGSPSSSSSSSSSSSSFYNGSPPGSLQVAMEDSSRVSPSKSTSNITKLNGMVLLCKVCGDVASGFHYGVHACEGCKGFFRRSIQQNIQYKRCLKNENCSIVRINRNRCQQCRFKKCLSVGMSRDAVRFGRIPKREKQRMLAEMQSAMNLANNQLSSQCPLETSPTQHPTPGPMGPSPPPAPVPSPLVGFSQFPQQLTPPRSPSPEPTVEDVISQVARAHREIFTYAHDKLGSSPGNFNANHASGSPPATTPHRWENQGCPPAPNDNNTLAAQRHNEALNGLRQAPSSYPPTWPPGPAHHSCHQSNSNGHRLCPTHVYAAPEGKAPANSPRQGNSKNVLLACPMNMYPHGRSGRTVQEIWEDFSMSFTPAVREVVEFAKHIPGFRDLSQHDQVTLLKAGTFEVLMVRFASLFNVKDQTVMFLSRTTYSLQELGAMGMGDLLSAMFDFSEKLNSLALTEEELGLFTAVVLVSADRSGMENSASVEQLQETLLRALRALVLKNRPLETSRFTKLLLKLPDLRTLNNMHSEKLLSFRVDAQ
# hgDAF-12 ag: activates the H. glycines DAF-12 receptor ligand-binding domain. 1.8% of 370,000 active. activation, % at 6.8 µM. AID 687014. HEK293 GAL4-hgDAF12 UAS-luciferase reporter, agonist luminescence; normalized to butyrate control;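 active means activation above a cutoff set at the mean of all screened compounds plus 3 SD, cut at about 10% in these data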;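 further: 0% = DMSO wells and 100% = sodium butyrate wells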
# ssDAF-12 act: activators of S. stercoralis DAF-12 nuclear receptor. activation, % at 6.8 µM. HEK293 ssDAF-12/GRIP1 lit1-tk-luc reporter, luminescence; % of 3 µM dafachronic acid response. AID 652126. 1% of 370,000 active;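 active means activation above the mean over all tested compounds plus 3 SD, cut at about 0.9% in these data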;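 further: 0% = DMSO-only wells and 100% = 3 µM delta7-dafachronic acid wells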
# Numbers without * were called inactive; / = no result given.
# Below each compound – sPLA2-III inh	FXN GAA850 act	hcDAF12 agonist	PG9 Ab binder	DAX1 inh-1	SMARCA2 activ	PLCb3 inh	DAX1 inh-2	NR1D1 modulator	hgDAF-12 ag	ssDAF-12 act
1) Cc1cc(F)ccc1S(=O)(=O)N1CCCOC1CNC(=O)C(=O)NCCc1ccco1 (stereo unspecified)
 : -7	-0.2	-0.1	-0.4	0.9	2	-2	-0.7	-3	-1.2	-0.5
2) CC(Sc1ccc(S(=O)(=O)N2CCOCC2)cc1[N+](=O)[O-])C(=O)O (stereo unspecified)
 : -1	0.3	-0.4	-0.5	-0.2	-2	5	0.2	2	-3.9	-0.4
3) CCn1c(=S)sc2c(=O)n(CC(=O)Nc3ccc(OC)c(Cl)c3)c(C)nc21
 : -2	-0.4	0.8	0.2	3.0	-2	-4	-0.4	-1	2.4	-1.3
4) NC(=O)c1ccc(C(F)(F)F)n(Cc2cccc(Cl)c2)c1=O
 : -5	4.5	-1.9	-2.2	-0.5	-3	-1	-0.2	-1	0.2	-1.7
5) Cc1ccc(NC(=O)Cn2nc(C)c3ccccc3c2=O)c(C)c1
 : 4	1.2	-0.8	-0.3	1.6	1	-2	0.5	-3	-1.8	-1.3
6) O=C(Nc1ccc(Cl)c(S(=O)(=O)Nc2ccccc2Cl)c1)c1cccs1
 : -33	-0.5	-0.6	0.5	-0.4	-4	0	0.8	-2	2.0	-1.2
7) CCN1CCN(c2c(Cl)cccc2NC(=O)c2ccco2)CC1
 : 8	1.5	-0.3	0.1	1.4	2	-1	0.0	2	2.6	-0.9
8) CCOC(=O)c1nnn(-c2nonc2N)c1-c1ccc(Cl)cc1
 : -12	1.8	-1.2	-0.5	1.8	3	4	-0.2	7	-1.5	-1.4
9) COc1cccc(C(=O)N[C@H](C(=O)N2CCC[C@H]2C(=O)NCc2ccccc2)C2CCCCC2)c1
 : 10	/	-0.7	-1.0	/	-4	0	-0.5	-3	0.1	-0.9
10) COc1cccc(/C=N/n2c(SC)nnc2-c2ccccc2)c1OC
 : -3	-0.5	-1.2	0.8	-1.0	0	-7	0.8	4	-0.3	-1.2
11) COc1ccc(NC(=O)Cc2nnc(SCC(=O)Nc3cc(C)ccc3OC)n2C)cc1
 : -4	0.9	1.1	-1.1	-0.3	0	3	1.0	9	1.1	-1.3
12) Cc1cc(NC(=O)CSc2nnc(COc3cccc(C)c3C)n2C)no1
 : 2	-1.1	-1.0	-1.2	0.3	0	0	0.4	-3	1.4	-2.0
13) CCOC(=O)c1c2ccc(OCC(=O)N/N=C/c3ccc(C)cc3)cc2n2ccccc12
 : -2	-0.8	-0.7	-0.2	0.3	2	-94	-0.4	-5	0.2	-0.6
14) CCOC(=O)c1csc(NC(=O)c2ccc(S(=O)(=O)N(CC)CC)cc2)n1
 : -3	-2.7	-0.8	0.2	0.2	-2	1	-0.3	-1	-1.8	-0.9
15) NC1(N2SC(S)=C3CCCC=C32)CCCCC1
 : 2	/	-0.4	0.4	/	-2	-4	-0.3	-3	-0.1	-0.6
16) CCOc1ccc(C(=O)OC(C)CN2CCCCC2)cc1 (stereo unspecified)
 : 5	-0.3	-0.8	-1.3	0.2	-1	-2	0.3	-1	0.0	-0.9
17) Cc1cc(-c2nnc(SCC(=O)Nc3ccc(C(F)(F)F)cc3)n2C)no1
 : 0	-0.7	-1.8	-0.4	2.2	-1	-5	0.3	-2	-1.0	-1.3
18) O=C(NCCSc1c[nH]c2ccccc12)c1c(F)cccc1F
 : -16	-0.8	0.9	-0.5	0.4	0	2	1.2	-1	4.2	-0.8
19) Cc1[nH]n(C)c(=O)c1[N+](=O)[O-]
 : 8	3.1	-1.4	-0.7	0.5	0	-4	-0.5	1	6.6	-1.1
20) CCN(CC)S(=O)(=O)c1ccc(N2CCOCC2)c(NC(=O)c2ccc(N3CCCC3=O)cc2)c1
 : -1	-0.1	-1.9	-0.5	-0.3	-2	-29	-2.8	-2	-4.6	-0.8
21) CC1(C)C/C(=C(/C#N)C(N)=O)CCO1
 : 1	0.8	-0.5	2.2	1.5	0	2	-0.5	-3	-2.4	-0.9
22) CCN(CC(=O)Nc1c(F)cccc1F)C(=O)c1ccc(Sc2nncn2C)c([N+](=O)[O-])c1
 : 5	-0.6	-1.0	-0.3	0.8	-1	-4	2.6	-2	1.1	-0.3
23) C/C(=N\NC(=O)c1cccnc1)c1ccc(-c2ccccc2)cc1
 : 5	0.0	-0.4	0.7	/	-1	-6	0.1	-4	0.5	-0.9
24) Cc1ccc(-c2nn(-c3ccc(F)cc3)cc2C(=O)NCCCN2CCCC2=O)cc1
 : 1	0.3	-0.5	0.1	0.5	-2	-4	-1.1	-5	-0.2	-0.7
25) COc1ccc(CN2C(=O)CCC2(C)c2nnnn2Cc2ccccc2)cc1 (stereo unspecified)
 : 14	/	3.6	-0.5	/	-1	2	-0.9	5	-3.7	-1.1
26) COCCCNC(=O)c1cc(=O)n(Cc2ccc(Cl)cc2)c2ccccc12
 : -3	0.5	-0.8	-0.5	-0.4	0	-32	0.3	-6	-4.0	-1.5
27) Cc1cccc(CN2[C@H](CO)C=CS2(=O)=O)c1
 : 9	/	1.6	-0.7	/	-1	-2	0.3	-9	-0.1	-0.5
28) O=c1c2[nH]c3ccc(F)cc3c2ncn1C1CCCCC1
 : -6	1.5	1.6	-0.5	0.9	3	-4	0.1	10	4.1	-0.6
29) C[C@@H]1NC(=O)/C(=C\c2ccccc2Br)NC1=O
 : 11	1.7	-1.2	-4.0	-0.4	-1	-5	0.7	-1	0.1	-1.0
30) Nc1nn(-c2ccccc2)c(N)c1N=Nc1ccc2c(c1)OCO2
 : 15	-2.2	8.4*	-6.0	-1.0	7	2	1.7	4	20*	0.4
31) O=S(=O)(CCNC1CC1)NC1CCCCC1
 : 0	-1.5	1.0	0.8	0.9	-3	6	0.7	-1	0.7	-0.5
32) O=C(Nc1ccccc1C(=O)O)c1cccc(NC(=O)c2ccc(Br)o2)c1
 : -8	-1.1	1.9	5.1	1.8	2	-2	0.4	-3	-0.7	-2.1
33) Oc1ccccc1C1N=C(c2ccccc2)NC(c2ccccc2)=N1
 : -6	-2.0	-0.5	1.7	-0.5	-4	1	-0.2	1	2.8	-1.3
34) CCN(CC)C(=O)c1nc[nH]c1C(=O)N1CCN(C(=O)OC(C)(C)C)CC1
 : -1	0.5	0.4	-1.7	0.1	-1	8	0.5	4	-1.1	-0.9
35) CCCCN1C(=O)C(CC(=O)NC(c2ccccc2)c2ccccc2)CC(C(=O)N(C(C)C)C(C)C)=C1C (stereo unspecified)
 : -9	-7.8	-1.0	-0.7	0.4	-4	1	-1.1	-4	0.3	-0.2
36) N#Cc1c(NC(=O)CSc2nc3ccccc3s2)sc2c1CCCC2
 : 19	1.2	2.7	-0.7	0.7	-1	-3	0.2	7	3.2	-0.1
37) Cc1cccc(Nc2ccc(S(=O)(=O)N3CCOCC3)cc2[N+](=O)[O-])c1
 : 5	0.8	-1.8	-3.5	-0.8	-4	4	-0.6	-6	0.2	-1.4
38) Cc1ccccc1C(=O)NC1CCS(=O)(=O)C1 (stereo unspecified)
 : 4	0.9	-1.6	1.2	0.8	-3	0	-0.1	3	-2.0	-0.7
39) CCCCNC(=O)Nc1c(C)cc(SC#N)cc1C
 : -2	-9.9	0.5	0.9	0.6	2	6	-0.2	-6	-1.5	-1.2
40) C=CCn1cc(C(=O)NCC2CCCO2)c(=O)c2cc(S(=O)(=O)N3CCCCCC3)ccc21 (stereo unspecified)
 : -2	0.7	-0.8	-0.6	-0.4	-1	0	0.0	-2	0.2	-1.6
41) COC(CN(C)C(=O)C1CCCN(S(=O)(=O)c2ccc3c(c2)oc(=O)n3C)C1)OC (stereo unspecified)
 : 5	2.6	-1.0	-0.3	1.0	-2	-4	-0.5	1	-0.2	-1.0
42) CC(=O)Nc1ccc(NC(=O)c2cc(-n3cnnc3)ccc2Cl)cc1
 : 3	-1.6	-0.2	-0.8	1.2	2	-7	0.8	-1	1.6	-1.1
43) COc1ccc(C2=NC(C(F)(F)F)(C(F)(F)F)c3c(n(C)c(=O)n(C)c3=O)N2)cc1
 : -3	1.9	-2.8	-1.0	-0.8	-3	-61	-1.8	8	-3.9	-1.3
44) CC(=O)c1ccc(NC(=O)c2ccn[nH]2)cc1
 : 0	3.5	4.5	1.2	1.8	8.2*	2	2.0	1	7.5	-0.2
45) O=C(Cn1cnc(S(=O)(=O)N2CCCC2)c1)Nc1cccc(Br)c1
 : -6	1.1	-0.9	0.5	-0.1	-2	-9	-0.2	-6	1.1	-1.1
46) CC(C)Nc1nc(NC(C)C)nc(N(C)n2cnnc2)n1
 : -3	0.0	-0.8	-0.3	-0.7	1	5	1.0	3	-1.3	-0.7
47) CC(Sc1nnc(CN2CCCC2)n1Cc1ccccc1)C(=O)Nc1ccccc1 (stereo unspecified)
 : 9	0.4	0.0	-0.5	0.7	-3	-7	-2.0	-2	3.5	-1.2
48) O=C1c2ccccc2C(c2nnnn2-c2ccc3c(c2)OCCO3)N1CCCn1ccnc1 (stereo unspecified)
 : 8	/	1.1	-1.2	/	7	2	3.9*	4	0.8	-0.3
49) Nc1nnc(CCCCc2cccs2)o1
 : -3	-0.5	-1.2	1.4	-0.1	0	0	0.6	-1	-0.2	-0.9
50) COc1ccc(C(=O)Nc2ccc(O)c3ccccc23)cc1OC
 : -4	1.7	4.0	-4.3	0.8	-1	-14	0.3	8	-2.5	-0.1

# (list continues)
# Below each compound – sPLA2-III inh	FXN GAA850 act	hcDAF12 agonist	PG9 Ab binder	DAX1 inh-1	SMARCA2 activ	PLCb3 inh	DAX1 inh-2	NR1D1 modulator	hgDAF-12 ag	ssDAF-12 act
51) O=C(CCNc1n[nH]c(=O)[nH]c1=O)N/N=C/c1ccc(Cl)cc1
 : -1	0.3	0.1	-0.1	-1.2	2	-2	0.0	7	2.2	-1.9
52) Cc1ccc(-c2cc(C(=O)N3CCCc4ccccc43)no2)cc1
 : -7	5.5	3.1	0.7	0.5	0	0	1.5	4	9.6	0.1
53) CC(=O)N1N=C(c2ccc3ccccc3c2)OC12CCCC2
 : 2	1.2	2.8	-1.4	0.9	-1	-8	0.7	-9	-1.3	-0.5
54) Cc1cc(NS(=O)(=O)c2ccc(NC(=O)COc3ccc(Cl)cc3Cl)cc2)no1
 : -35	2.9	-2.6	-1.4	0.2	0	-6	1.2	-1	-0.9	-1.0
55) CC/C(=N\NC(=S)Nc1cccc(C)c1)c1ccccc1
 : -1	5.2	1.1	-1.9	-1.9	2	1	0.5	1	3.4	0.1
56) CCn1c(SCC(=O)NC2CC2)nnc1-c1ccccc1
 : 7	-2.0	0.7	1.4	0.2	-4	5	-0.6	-4	0.8	-0.3
57) COc1cc(CCCN2C(=S)NC[C@@H]2Cc2ccccc2)cc(OC)c1OC
 : 1	-0.7	-2.6	-0.8	0.3	0	0	0.1	3	-3.0	-1.1
58) Cc1[nH]c2ccc(OCc3ccccc3)cc2c1CCN1C(=O)OC(C)(C)C1(C)O (stereo unspecified)
 : -1	0.2	-1.1	-1.6	0.4	2	-22	-0.4	5	0.5	-1.7
59) Cc1ccc(S(=O)(=O)Nc2ccc3ncccc3c2)cc1
 : -14	2.5	-3.0	0.8	-1.9	-3	-64	-1.6	2	-7.1	-1.7

# Source: PubChem

# Random draw from the library. About 7% of those tested had a hit in this group.
